Neddylation inh: cullin neddylation inhibition; P61081+Q13564; TR-FRET cullin neddylation, biochemical; calls only at 25 µM; actives 0.58% (n = 360,000); in the data active = inhibition above about 36%
NadD block: blocks S. aureus nicotinate mononucleotide adenylyltransferase | purified NadD enzyme, colorimetric absorbance read-out | inhibition, % at 20 µM | actives 0.78% (n = 360,000); in the data active = inhibition above about 26%; also: some compounds past the cut are filed as inactive
Rpn11 block: Rpn11 (human) deubiquitinase inhibition | human 26S proteasome, Ub4-pepOG fluorescence polarization; 20S core pre-blocked with epoxomicin | calls only at 20 µM | actives 0.59% (n = 360,000);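 active = inhibition at 20 µM, scaled to each plate's controls, above about 33%, limit read from the data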
Scp1 inh: inhibitors of human Scp-1 phosphatase; Recombinant Scp1, phosphopeptide, malachite green phosphate absorbance; actives 0.88% (n = 340,000); Q9GZU7; inhibition, % at 20 µM; AID 493091;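 active = inhibition above about 50% at 20 µM, limit read from the data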;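 also: plate controls were DMSO wells with enzyme for no effect and wells lacking enzyme for full effect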
Target sequence (Q9GZU7 76-261 limits assumed): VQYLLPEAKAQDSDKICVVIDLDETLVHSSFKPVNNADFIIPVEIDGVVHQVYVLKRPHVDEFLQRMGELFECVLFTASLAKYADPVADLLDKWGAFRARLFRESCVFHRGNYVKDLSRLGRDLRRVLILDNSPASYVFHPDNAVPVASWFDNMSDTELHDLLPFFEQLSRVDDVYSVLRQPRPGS
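Test system – truncated SCP-1 phosphatase (76-261aa) · Reagent – Phosphorylated 17-residue peptide substrate · Incubation – 45 min room-temperature reaction, 5 min colour, 30 min stabiliser · Detection – colorimetric phosphate reagent with accelerator and stabiliser, absorbance at 630 nm · Measure – % inhibition at 20 µM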
SUMO1 PPI mod: modulators of human SUMO1-mediated protein-protein interactions | AID 602429 | inhibition, % at 20 µM | SUMO1 binding to a labelled peptide, TR-FRET, 1 h | actives 0.33% (n = 360,000); in the data active = inhibition above about 37%
Target sequence (P63165 whole entry, looked up): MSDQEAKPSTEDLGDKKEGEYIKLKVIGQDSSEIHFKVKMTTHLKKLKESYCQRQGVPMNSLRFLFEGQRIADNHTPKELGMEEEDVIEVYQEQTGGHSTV
CSN inh: inhibitors of human CSN-mediated cullin deneddylation; Purified CSN, SCF-Nedd8-OG deneddylation, fluorescence polarization; inhibition, % at 12.5 µM; actives 0.38% (n = 360,000); AID 651999;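 active = pattern-corrected inhibition above about 35%, with an unprinted fluorescence ratio check between 0.5 and 1.5, limit read from the data, passing the limit was not always enough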;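 also: 0% = enzyme with substrate and 100% = substrate without enzyme; some results filed as inactive read as strong as hits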
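Detection – fluorescence polarization · System – HEK293T-derived human Csn5 enzyme · Controls – substrate-only high control, full reaction low control · Timing – 90 min, room temperature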
DNMT1 inh: inhibitors of human DNMT1; actives 0.83% (n = 360,000); P26358; inhibition (reported as % activation of signal), % at 10 µM; DNMT1 molecular beacon, Hinp1I cleavage, fluorescence; in the data active = inhibition above about 50%
LMPTP inh: LMPTP (human) inhibition | recombinant LMPTP-A, OMFP fluorogenic substrate, fluorescence intensity | P24666 | inhibition, % at 20 µM | actives 0.22% (n = 360,000) | AID 651560;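 active = compounds that cut the enzyme signal by at least half of the control window in the single-dose screen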;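 also: plate controls were DMSO wells with enzyme plus substrate for no effect and substrate without enzyme for full effect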
Target sequence (P24666 whole entry, looked up): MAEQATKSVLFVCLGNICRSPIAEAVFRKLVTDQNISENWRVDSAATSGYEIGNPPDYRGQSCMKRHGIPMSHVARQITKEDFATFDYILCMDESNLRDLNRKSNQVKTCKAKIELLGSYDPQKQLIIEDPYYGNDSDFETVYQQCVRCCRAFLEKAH
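Test system: LMPTP-A phosphatase enzyme; input: 0.625 nM LMPTP-A final; reagent: OMFP substrate, 400 µM final; compound dosing: 20 µM single dose, 3% DMSO; incubation: 50 min dark incubation at room temperature; measured by: endpoint fluorescence intensity from OMFP dephosphorylation; measure: % inhibition relative to no-enzyme and uninhibited control wells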
STEP block: inhibitors of human striatal-enriched phosphatase STEP. recombinant STEP, OMFP fluorogenic substrate, fluorescence. inhibition, % at 20 µM. AID 588621. P54829. actives 0.25% (n = 360,000);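 active = inhibition at 20 µM, scaled per plate between control wells, above about 37%, limit read from the data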;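 also: 0% = DMSO with enzyme and substrate and 100% = substrate only without enzyme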
Target sequence (P54829 whole entry, looked up): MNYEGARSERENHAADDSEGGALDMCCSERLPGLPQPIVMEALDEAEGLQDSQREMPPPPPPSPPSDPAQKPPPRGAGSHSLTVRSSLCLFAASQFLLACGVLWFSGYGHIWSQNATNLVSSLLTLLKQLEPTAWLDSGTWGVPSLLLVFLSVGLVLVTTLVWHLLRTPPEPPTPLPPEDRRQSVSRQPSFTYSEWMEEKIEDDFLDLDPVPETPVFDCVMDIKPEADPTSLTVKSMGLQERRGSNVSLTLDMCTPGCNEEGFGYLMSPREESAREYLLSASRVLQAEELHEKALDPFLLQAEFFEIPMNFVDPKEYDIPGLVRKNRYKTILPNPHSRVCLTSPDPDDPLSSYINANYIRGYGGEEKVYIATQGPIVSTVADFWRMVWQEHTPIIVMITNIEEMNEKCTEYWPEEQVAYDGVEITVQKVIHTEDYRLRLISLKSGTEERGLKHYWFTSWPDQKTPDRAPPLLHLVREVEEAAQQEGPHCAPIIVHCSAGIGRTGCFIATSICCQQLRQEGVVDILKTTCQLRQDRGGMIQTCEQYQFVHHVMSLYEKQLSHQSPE
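Measure: Control-normalized % inhibition with plate pattern correction | Test system: STEP phosphatase, cell-free reaction | Medium: pH 6.0 Bis-Tris with DTT and Tween 20 | Technique: Fluorescence, 480/540 nm | Times: Reaction 20 min, ambient temperature | Doses: Single compound dose of 20 µM, 1% DMSO final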
Rin1-Abl PPI inh: blocks binding of human Rin1 to Abl. P00519+Q13671. TR-FRET Rin1/Abl binding, biochemical. inhibition, % at 7.35 µM. actives 0.4% (n = 360,000); in the data active = inhibition above about 5%, passing the limit was not always enough
The depositor's hits bear a star; i = inactive; x = no result given; + = active, no number; & = joins results of further samples.

SMILES	Neddylation inh	NadD block	Rpn11 block	Scp1 inh	SUMO1 PPI mod	CSN inh	DNMT1 inh	LMPTP inh	STEP block	Rin1-Abl PPI inh
O=C(Cc1c[nH]c2ccccc12)NNCc1ccc(N(CCCl)CCCl)cc1	i	20	i	3	-4	5	-2	0.1	-2	0
COC(=O)C1=C(c2cccc(OCc3ccccc3)c2)C[C@@H]2CC[C@H]1N2C(=O)NCCCc1ccccc1	i	-5	i	-14	5	2	-3	12	0	3
Cc1ccc2nc3c(cc2c1)CC1(C(=O)N(C)C(=O)N(C)C1=O)C1CCCCN31 (centres undefined)	i	6	i	-1	-1	-3	-1	-1.2	-2	3
Cc1cccc(NP(=O)(Oc2ccccc2F)Oc2ccccc2F)c1C	i	-6	i	-14	-2	-6	-10	4.1	0	-1
O=C(c1ccc(CNS(=O)(=O)c2ccc(Br)cc2)cc1)N1CCC2(CC1)OCCO2	i	-2	i	-8	-2	2	-14	-0.5	-2	0
COC(=O)C1=C(c2cccc(OC)c2OC)C[C@@H]2CC[C@H]1N2C(=O)N1CCOCC1	i	-8	i	-8	-1	-4	4	-1.8	6	1
CN1C(=O)N(C)C(=O)C2(Cc3cc(NC(=O)c4ccccc4)ccc3N3CCCC32)C1=O (centres undefined)	i	-9	i	-1	-7	7	-17	2.1	-1	0
O=C(c1ccccc1)N1CCC2(CC1)OCCO2	i	-5	i	0	6	-3	3	-2.1	2	2
CCN(CC)CCCN=Cc1c(O)n(Cc2ccc(F)cc2)c(=O)[nH]c1=O	i	1	i	0	-1	5	0	-10	1	2
COc1cc2c3cc1Oc1cc(ccc1O)C[C@@H]1c4c(cc(OC)c(O)c4Oc4ccc(cc4)C[C@H]3N(C)CC2)CCN1C	i	5	i	-6	-6	-4	-11	13	-3	-1
CCOC(=O)C1CCN(C=C2C(=O)N(C)C(=S)N(C)C2=O)CC1	i	-2	i	-1	5	-3	2	-2.3	-3	-2
COC(=O)C1C2c3ccccc3OC1(C)N=c1s/c(=C/c3cnn(C)c3)c(=O)n12 (centres undefined)	i	6	i	1	-19	-3	-3	-2.0	3	5
CN1CCC23c4c5ccc(O)c4O[C@@H]2[C@H](O)C=CC3C1C5 (some centres undefined)	i	3	i	-1	1	-2	-5	-1.3	3	-2
C[C@]12CC[C@H]3[C@@H](CCC4=CC(=O)CC[C@@]43C)[C@@H]1CC[C@@H]2O	i	1&-3	i	4&-3	3&0	0&2	4&-3	-1.2&-1.0	1&5	-2&-1
OCC(Br)CBr (centres undefined)	i	2	i	-9	4	3	1	-1.7	-3	-1
COC(=O)C1=C(c2ccc(F)cc2F)C[C@@H]2CC[C@H]1N2C(=O)N1CCC(O)(c2ccc(Cl)cc2)CC1	i	-8	i	-11	0	-1	0	0.4	-1	1
Cn1c(O)c(C=NCCCC(=O)O)c(=O)n(C)c1=O	i	-3	i	-9	3	-3	-1	-0.6	1	-3
O=C(O)C(Cl)(Cl)Cl	i	6	i	-6	4	1	-1	-1.6	6	-3
c1coc(CN2Cc3ccccc3-n3nncc3C2)c1	i	0	i	x	3	5	1	-1.5	-5	1
COC(=O)C1=C(c2ccc(OCc3ccccc3)cc2)C[C@@H]2CC[C@H]1N2C(=O)NCc1ccc(Cl)cc1	i	-1	i	x	-1	9	-12	8.1	2	-2
COc1cccc(C(=O)C2CCCN(Cc3cccc4c3OCO4)C2)c1 (centres undefined)	i	-8	i	-2	-4	4	-1	1.1	0	4
C=C1C(C)C2C(Cc3ccccc3)NC(=O)C23OC(=O)/C=C/C(O)CCCC(C)C/C=C/C3C1O (centres undefined)	i	0	i	0	-1	1	4	-2.0	-5	0
C#CC1(O)CCC2C3CCC4=CC(=O)CCC4=C3C=CC21C (centres undefined)	i	-1	i	-3	-24	-2	3	-0.8	-3	5
Cc1nc2ccccc2c(=O)n1-c1ccc([N+](=O)[O-])cc1	i	1	i	-2	-16	0	2	-0.3	-2	3
CC1(O)CCC2C3CCC4=CC(=O)CCC4(C)C34OC4CC21C (centres undefined)	i	-1	i	-7	1	6	-1	-2.9	-2	0
CCCOC(=O)Nc1ccc([As](=O)(O)O)cc1NC(=O)OCCC	i	1	i	7	0	-1	-1	-2.7	-1	-2
Clc1ccc(-c2nc3ccc(Cl)cn3c2CN2CCCCC2)cc1	i	-3	i	-2	-1	-4	4	0.1	-2	2
CC1=CC2OC3CC4OC(=O)C=CC=CC(C(C)O)OCC(O)C5(C)OC5C(=O)OCC2(CC1O)C4(C)C31CO1 (centres undefined)	i	-3	i	-10	-1	1	2	0.9	-1	0
O=[N+]([O-])c1ccc(C(=Nc2ccccc2)N2CC2)cc1	i	1	i	3	-35	1	-2	-0.8	-1	0
C[C@]12CCC3C(CC[C@H]4C[C@@H](O)CC[C@]34C)C1=CC[C@@H]2O (some centres undefined)	i	3	i	x	-4	-2	6	0.7	2	-3

2 records picked at random from the list so far, as already listed:
SMILES	Neddylation inh	NadD block	Rpn11 block	Scp1 inh	SUMO1 PPI mod	CSN inh	DNMT1 inh	LMPTP inh	STEP block	Rin1-Abl PPI inh
Clc1ccc(-c2nc3ccc(Cl)cn3c2CN2CCCCC2)cc1	i	-3	i	-2	-1	-4	4	0.1	-2	2
Cc1nc2ccccc2c(=O)n1-c1ccc([N+](=O)[O-])cc1	i	1	i	-2	-16	0	2	-0.3	-2	3

Additional compounds follow:
SMILES	Neddylation inh	NadD block	Rpn11 block	Scp1 inh	SUMO1 PPI mod	CSN inh	DNMT1 inh	LMPTP inh	STEP block	Rin1-Abl PPI inh
COc1ccccc1CC1C(=O)C2CCN1CC2 (centres undefined)	i	-5	i	-4	2	0	-2	-0.8	-4	0
O=C1NC(=O)N(c2cccc(Cl)c2)C(=O)/C1=C\c1ccc(Sc2nc3ccccc3[nH]2)o1	i	65*	+	9	32	38*	24	7.6	-3	0
Clc1ccccc1CN1CCN(c2cccc3[nH]ccc23)CC1	i	-4	i	-4	5	3	0	2.0	10	-1
C=CCn1c(O)c(/C=N/N2CCCCC2c2cccnc2)c(=O)[nH]c1=S (centres undefined)	i	-4	i	-6	-2	-6	-3	-1.7	42*	-3
Cc1ccccc1NC1=NCCCS1	i	-2	i	-15	-4	-9	-1	-1.7	5	0
COc1ccc2c(c1)NP(=S)(c1ccccc1)N2C (centres undefined)	i	1	i	-7	2	3	-23	1.1	-4	-7
CCCOc1ccc(C(=O)NC(=S)N2C[C@H]3C[C@H](C2)c2cccc(=O)n2C3)cc1	i	-3	i	1	4	6	-7	-0.2	3	0
COC(=O)c1ccc(C(C(=O)NC2CCCCC2)N(CCN2CCOCC2)C(=O)Cc2cccs2)cc1 (centres undefined)	i	0	i	9	-1	6	6	-1.5	0	6
CC(=O)OC1CCC2(C)C(CCC3C4CC(N5CC5)C(C(C)=O)C4(C)CC(=O)C32)C1 (centres undefined)	i	15	i	7	-10	1	-22	3.5	0	2
COC(=O)C1=C(c2ccc(-c3ccccc3)c(F)c2)C[C@@H]2CC[C@H]1N2C(=O)N1CCC(O)CC1	i	-13	i	-6	7	2	3	0.2	-2	3
COC(=O)C1=C(c2c(C)noc2C)C[C@@H]2CC[C@H]1N2C(=O)NC1Cc2ccccc2C1	i	-1	i	-2	-4	1	-2	-0.3	-3	6
O=P(Nc1ccccc1)(Oc1ccccc1)Oc1ccccc1	i	-6	i	-19	2	5	-4	2.5	1	-2
O=c1cccc2n1CC1CC2CN(S(=O)(=O)c2cc(Cl)ccc2Cl)C1 (centres undefined)	i	-3	i	-3	1	0	2	1.4	-2	-3
CN(C)CCNC(=O)c1cccn(Cc2cccc(C(F)(F)F)c2)c1=O	i	-2	i	-1	4	-6	-3	-2.1	-3	2
CC1CCCCN1CC(O)c1c[nH]c2ccccc12 (centres undefined)	i	0	i	-12	0	8	-1	-1.0	0	1
COC(=O)[C@@H]1N=C(c2ccc(OC)cc2)O[C@]12C(=O)N(C)c1ccc(Cl)cc12	i	-2	x	x	-1	-2	x	-1.1	x	x
O=C(CCc1ccccc1)N1C[C@H]2C[C@@H](C1)c1cccc(=O)n1C2	i	-3	i	1	1	3	-4	-1.8	2	-7
COc1c2c(cc3c1OCO3)CCN(C)C2	i	4	i	-1	-4	-1	1	-1.4	-4	-2
COc1ccc(-c2[nH]ncc2CNC(C)Cc2ccsc2)c(F)c1 (centres undefined)	i	-1	i	-1	1	-4	-2	-1.3	2	1
COc1ccc(-n2nnnc2C(c2cc3ccccc3o2)N2CCC(n3c(=O)[nH]c4ccccc43)CC2)cc1 (centres undefined)	i	24	i	x	-22	5	-22	3.3	-4	5
CC(N=Cc1c(O)n(C2CC2)c(=S)[nH]c1=O)c1ccccc1 (centres undefined)	i	-4	i	-7	-1	-1	0	-0.9	2	-5
C=C1[C@H]2CC[C@H]3[C@]4(C)C[C@H](O[C@H]5O[C@H](CO)[C@@H](OS(=O)(=O)O)[C@H](OS(=O)(=O)O)[C@H]5OC(=O)CC(C)C)C[C@@H](C(=O)O)[C@H]4CC[C@]3(C2)[C@H]1O	i	2	i	-6	4	-2	-1	-2.5	3	-5
O=[N+]([O-])c1cccc(CN2CC=C(c3ccc(F)cc3)CC2)c1	i	-7	i	-2	-18	-4	-1	-0.1	-2	-1
CC(C)[C@H](NC(=O)N1C[C@H]2C[C@@H](C1)c1cccc(=O)n1C2)C(=O)Nc1ccccc1F	i	0	i	1	1	-6	0	-1.5	6	-3
CCOc1ccccc1-n1c(O)c(C=Nc2ccc(N(CC)CC)cc2)c(=O)[nH]c1=O	i	14	+	-3	-28	14	-4	0.3	-6	2
COc1ccc2c3c([nH]c2c1)C(C)NCC3 (centres undefined)	x	15	+	4	-24	31	-33	2.6	-7	-2
CC(=O)Nc1ccc(C2CN(C)CC2C(=O)c2ccc(Cl)cc2)cc1 (centres undefined)	i	2	i	0	-1	-8	-2	1.5	2	0
COc1ccc(CC(=O)N(C)C2CCCN(Cc3ccccc3F)C2)cc1OC (centres undefined)	i	-6	i	1	4	0	1	-2.6	-1	-2
COC(=O)C1=C(c2ccc(Cl)c(C(F)(F)F)c2)C[C@@H]2CC[C@H]1N2C(=O)NCc1ccc2c(c1)OCO2	i	-9	i	-14	3	3	5	3.9	-1	1
C=CCn1c(O)c(C(CC)=Nc2cccc(C(F)(F)F)c2)c(=O)[nH]c1=O	i	-6	i	-1	-1	-3	0	-2.3	-1	-3

Limited to Rin1-Abl PPI inh, for some of the entries so far:
| structure | Rin1-Abl PPI inh |
| --- | --- |
| CC(N=Cc1c(O)n(C2CC2)c(=S)[nH]c1=O)c1ccccc1 (centres undefined) | -5 |
| C=C1[C@H]2CC[C@H]3[C@]4(C)C[C@H](O[C@H]5O[C@H](CO)[C@@H](OS(=O)(=O)O)[C@H](OS(=O)(=O)O)[C@H]5OC(=O)CC(C)C)C[C@@H](C(=O)O)[C@H]4CC[C@]3(C2)[C@H]1O | -5 |
| O=[N+]([O-])c1cccc(CN2CC=C(c3ccc(F)cc3)CC2)c1 | -1 |
| CC(C)[C@H](NC(=O)N1C[C@H]2C[C@@H](C1)c1cccc(=O)n1C2)C(=O)Nc1ccccc1F | -3 |
| CCOc1ccccc1-n1c(O)c(C=Nc2ccc(N(CC)CC)cc2)c(=O)[nH]c1=O | 2 |
| COc1ccc2c3c([nH]c2c1)C(C)NCC3 (centres undefined) | -2 |

Only part of the results is shown. The share of hits here may be higher or lower than overall.
